S1P4 agonist: S1P4 receptor agonists, primary screen, cell-based | Sphingosine 1-phosphate receptor 4 (Homo sapiens), O95977 | S1P4-expressing cell line, agonist reporter assay | AID 1509, 2009 | activation, % at 4.98 µM | 220,000 tested, 0.35% active; in the data active = activation above about 11%;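 also: 0% = DMSO vehicle and 100% = reference agonist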
NPY-Y2 PAM-ag: NPY-Y2 potentiators or agonists, primary screen, cell-based; Neuropeptide Y receptor type 2 (Homo sapiens), P49146; cells expressing NPY-Y2, potentiator/agonist read-out; 220,000 tested, 0.45% active; activation, % at 3.6 µM; in the data active = activation above about 27%;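 also: cells stimulated with NPY near EC25 plus isoproterenol at EC100; 0% = vehicle plus submaximal agonist and 100% = vehicle plus saturating agonist; some results beyond the cut were filed as inactive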
Target sequence (P49146 whole entry, looked up): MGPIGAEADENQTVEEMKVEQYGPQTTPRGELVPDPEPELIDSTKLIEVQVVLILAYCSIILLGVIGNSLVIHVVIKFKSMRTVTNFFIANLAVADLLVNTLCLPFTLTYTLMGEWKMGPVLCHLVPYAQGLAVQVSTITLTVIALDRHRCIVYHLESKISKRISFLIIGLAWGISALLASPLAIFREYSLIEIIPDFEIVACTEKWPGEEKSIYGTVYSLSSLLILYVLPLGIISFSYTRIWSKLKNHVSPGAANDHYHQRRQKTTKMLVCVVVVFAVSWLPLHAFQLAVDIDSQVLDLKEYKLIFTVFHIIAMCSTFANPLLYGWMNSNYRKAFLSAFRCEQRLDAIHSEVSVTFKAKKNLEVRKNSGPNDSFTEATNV
Wee1 stabilizer: Wee1 degradation inhibitors, primary screen, cell-based, HeLa, Wee1K328M-luciferase, luminescence. reporter increase, % at 5 µM. 220,000 tested, 1.2% active. HeLa Luc-Wee1K328M stability; 100% = proteasome inhibitor MG132 effect;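 active = activation above the mean of all tested compounds plus 3 SD, set per screening run, cut at about 8.8% in these data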;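 also: cells exposed to compound for 20 h before luminescence read; 0% = DMSO alone and 100% = MG132 at 30 µM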
Target sequence (P30291 whole entry K328M): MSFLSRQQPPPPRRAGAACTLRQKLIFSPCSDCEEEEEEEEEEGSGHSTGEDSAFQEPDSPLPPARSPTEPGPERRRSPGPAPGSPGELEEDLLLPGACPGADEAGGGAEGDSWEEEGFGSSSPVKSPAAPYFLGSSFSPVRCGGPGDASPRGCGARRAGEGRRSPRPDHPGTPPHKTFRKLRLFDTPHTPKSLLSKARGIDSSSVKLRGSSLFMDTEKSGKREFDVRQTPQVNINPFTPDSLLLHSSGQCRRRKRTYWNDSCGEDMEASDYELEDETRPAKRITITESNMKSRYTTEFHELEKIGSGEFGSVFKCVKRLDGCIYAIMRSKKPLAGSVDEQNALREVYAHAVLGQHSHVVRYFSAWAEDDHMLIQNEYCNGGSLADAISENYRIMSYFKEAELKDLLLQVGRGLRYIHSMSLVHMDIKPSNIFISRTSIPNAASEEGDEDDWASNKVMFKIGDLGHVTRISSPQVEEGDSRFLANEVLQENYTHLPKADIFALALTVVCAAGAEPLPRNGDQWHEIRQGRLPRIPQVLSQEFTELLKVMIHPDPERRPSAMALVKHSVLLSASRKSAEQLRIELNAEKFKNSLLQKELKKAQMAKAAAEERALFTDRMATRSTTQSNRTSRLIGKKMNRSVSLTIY
Ba/F3 V617F tox: reduced viability of JAK2V617F-dependent Ba/F3 cells, primary screen, JAK2V617F inhibitor project, cell-based, Ba/F3 EpoR-JAK2V617F, luminescence; ATP luminescence; inhibition, % at 5.6 µM; 220,000 tested, 1.1% active;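 active = inhibition above the campaign mean plus 3 SD over all tested compounds, cut at about 24% in these data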;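 also: cytokine-independent growth of Ba/F3 cells driven by EpoR plus mutant JAK2; 0% = DMSO-treated cells and 100% = JAK inhibitor I control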
BaF3 parental: parental Ba/F3 cell viability inhibition, counter-screen for JAK2V617F inhibitor project, murine pro-B, CellTiter-Glo luminescence. CellTiter-Glo ATP luminescence. inhibition, % at 5.6 µM. 220,000 tested, 1.1% active;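 active = inhibition above a per-campaign cutoff, the mean inhibition of all tested compounds plus 3 SD, cut at about 27% in these data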;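 also: 0% = DMSO wells and 100% = JAK Inhibitor I control wells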
Mdm2 ligase inh: MDM2-luciferase reporter signal enhancers, primary screen, MDM2 E3 ligase inhibitor project, cell-based, luminescence, 1536-well. cell-based MDM2 ubiquitination luciferase reporter, 2 h; 0 = plate control, 100 = twice control, blank-subtracted. E3 ubiquitin-protein ligase Mdm2 (Homo sapiens), Q00987. 210,000 tested, 0.11% active. signal enhancement, % at 5 µM;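 active = signal enhancement of 30% or more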;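 also: luminescence tracks abundance of the self-degrading MDM2-luciferase fusion protein; higher signal means inhibition of MDM2 E3 ligase activity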
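test system = mammalian cells stably expressing self-ubiquitinating, self-degrading MDM2 E3–luciferase fusion | quantity = 2000 cells/well | incubation = cell settling 4 h, compound treatment 2 h, both 37 °C | signal = luminescence with SteadyLite reagent, 15 min at room temperature | evaluation = % enhancement relative to plate controls after blank subtraction | benchmarks = plate controls and plate blanks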
S1P4 antagonist: S1P4 receptor antagonists, primary screen, cell-based. Sphingosine 1-phosphate receptor 4 (Homo sapiens), O95977. S1P4-expressing cells, antagonist mode, reporter read-out. inhibition, % at 4.98 µM. 220,000 tested, 0.26% active. AID 1510, 2009; in the data active = inhibition above about 29%;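 also: 0% = wells stimulated with agonist and 100% = vehicle wells without agonist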
eIF4E-4G inh: eIF4E–eIF4G protein interaction inhibitors, primary screen, biochemical, uHTS, TR-FRET, eIF4GI fragment; Eukaryotic translation initiation factor 4E (Mus musculus) + Eukaryotic translation …; TR-FRET eIF4E-eIF4GI(517-606) binding, 2 h; inhibition, % at 21.7 µM; 220,000 tested, 0.37% active;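 active = inhibition above about 30%, limit read from the data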;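 also: 0% = full FRET control wells and 100% = background wells lacking eIF4GI fragment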
PERK inhibitor: block of dimerizer-induced PERK translation repression, primary screen, PERK inhibitor project, CHO PERK-DD cells, SEAP luminescence, HTS | inhibition, % at 5.6 µM | Eukaryotic translation initiation factor 2-alpha kinase 3 (Homo sapiens), Q9NZJ5 | 220,000 tested, 0.17% active | CHO PERK-DD fusion, SEAP luminescence translation reporter;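 active = inhibition above the mean inhibition of all tested compounds plus 3 SD, set separately per screening campaign, cut at about 2.9% in these data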;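 also: PERK kinase domain activated by AP20187 dimerizer at 100 nM; 0% = DMSO with dimerizer and 100% = rapamycin at 8.4 µM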
Starred values were filed as active, the others as inactive; . = not tested or not shown; [ ] = remark or other dose. Not a hit list. About 4.1% of those tested had a hit in this group.

SMILES	S1P4 agonist	NPY-Y2 PAM-ag	Wee1 stabilizer	Ba/F3 V617F tox	BaF3 parental	Mdm2 ligase inh	S1P4 antagonist	eIF4E-4G inh	PERK inhibitor
Cc1ccc2nc(N3CCN(S(=O)(=O)c4ccc5c(c4)OCCO5)CC3)c(C#N)cc2c1	-0.9	-43	0	0	10	-10	-15	-73[fluorescence artefact?]	0.0
COc1ccc(C2NC(=O)Cc3cc(OC)c(OC)cc32)cc1OC (stereo not drawn)	0.8	13	1	-4	-5	.	1	-1	0.7
CCOC(=O)C1CCCN(C2CC(=O)N(c3ccccc3)C2=O)C1 (stereo not drawn)	-2.9	-11	4	3	4	-90	7	2	0.4
CC(=O)Nc1ccc2c(c1)ncn2C	0.3	-4	0	3	3	.	-11	-3[fluorescence artefact?]	-0.9
O=C(CO)N/N=C/c1c2ccccc2cc2ccccc12	3.5	-3	5	5	9	-8	-8	-4	0.2
O=C(C/C=N/OCc1ccc(Cl)cc1Cl)c1ccccc1	-0.2	5	-3	-2	-3	-12	-11	-6	0.6
Cn1c(=O)c2c(n3cnnc13)-c1ccccc1CC21CCCC1	-2.9	-15	-1	3	4	-11	-2	8	-0.4
CCOC(=O)c1csc(-c2ccc([N+](=O)[O-])cc2)n1	1.6	0	-1	2	3	-15	-22	10	0.3
CCOc1ccc(C(=O)CCC(=O)O)cc1	0.3	-49	1	1	3	-18	-25	-5	1.0
CC(C)NC(=O)NC(=O)COc1cccc2c1OC(C)(C)C2	-0.5	3	1	0	3	-1	-2	7	-0.2
CN(C)c1ccc(/C=N/NC(=O)c2ccnn2C)cc1	0.9	2	-2	-2	-2	-41	-3	4	1.4
O=S(=O)(NCc1ccco1)c1cccc(S(=O)(=O)N2CCOCC2)c1	4.4	2	3	1	0	12	-9	-11	0.8
O=C(NNC(=O)c1ccc2ncccc2c1)c1ccc(Cl)cc1	-0.8	-10	6	4	-1	-38	6	-2	-1.2
CN(C)S(=O)(=O)c1cc(NC(=O)CN2CCc3ccccc32)ccc1Cl	-0.8	-17	-3	0	6	-3	-8	-1	0.0
CC1CN(C2CCCCC2)c2nc3c(c(=O)n(C)c(=O)n3C)n2C1 (stereo not drawn)	0.5	-4	0	4	6	-18	-2	3	-1.4
CCOC(=O)C1(Cc2ccccc2C(F)(F)F)CCN(CCCn2cccn2)CC1	0.6	-19	-5	0	3	1	-9	-3	-0.8
O=S1(=O)CCN2C(=N1)Sc1c2ccc2c1CCCC2	0.5	-1	0	-1	9	-24	11	10	0.8
COc1ccc(NC(=O)c2ccccc2SC)cc1OC	1.9	-2	1	-3	2	-9	-6	0	-1.1
O=c1c2ccccc2sn1-c1nccs1	1.8	-2	-2	0	2	-11	0	68*	0.1
Cc1ccc(N=Cc2nc(-c3ccc(C)cc3)oc2O)cc1	15*	-6	2	4	13	.	0	66*	1.0
CCn1c(NCCCO)nc2c(c1=O)C(C)(CC)Cc1ccccc1-2 (stereo not drawn)	-0.6	17	4	-3	0	2	11	5	1.6
O=C1CC(Cc2ccccc2)C(=O)N1CCc1ccc2c(c1)OCO2 (stereo not drawn)	-0.8	6	-2	0	6	-5	-29	-1	-0.3
CC1(C)Cc2noc(N)c2C(C)(C)N1OC(=O)c1ccco1	-0.5	12	0	-1	7	1	6	-3	1.8
O=C(N/N=C/c1cc([N+](=O)[O-])cc(Br)c1O)C12CC3CCC(CC(C3)C1)C2	0.0	8	0	1	5	-4	17	10	0.2
CN1CCN(S(=O)(=O)c2ccc(NC(=S)NC(=O)c3ccccc3)cc2)CC1	0.6	-2	1	-4	-1	-10	-2	-2	-1.2
O=C(Cc1c[nH]c2ccccc12)N/N=C/c1ccccc1O	0.1	-1	8	-2	-1	-11	13	4	-0.2
COc1cccc(C(c2nnnn2CS(=O)(=O)c2ccc(C)cc2)N2CCN(C)CC2)c1OC (stereo not drawn)	-2.3	6	-1	-6	2	2	-15	5	-0.9
CCCC(=O)NC(=S)Nc1ccc(NC(=O)C(C)C)c(OC)c1	-1.3	-13	0	11	-1	-3	6	3	1.0
COc1cc(C(=O)NNC(=S)NCc2ccco2)cc(OC)c1OC	1.1	-8	-1	4	90*	-4	-9	-3	-0.4
COc1ccc(CCN2C(=O)C(O)=C(C(=O)c3ccco3)C2c2cccs2)cc1OC (stereo not drawn)	1.3	-17	-3	0	0	1	-2	-1[fluorescence artefact?]	0.3
COC(=O)c1sc(NC(=O)/C=C/c2ccc(C)o2)nc1C	6.6	7	8	-1	2	-7	7	0	0.2
O=C(NCCCN1CCCC1=O)c1cncc(Br)c1	0.1	4	5	1	2	-4	-14	-8	1.5
CCCCN(CCCC)C(=O)c1sc2nc(N3CCOCC3)c3c(c2c1N)CCCC3	-0.4	12	-1	0	4	-1	-3	-1	-0.2
CC(CCc1ccccc1)NC(=O)Cc1ccc([N+](=O)[O-])cc1 (stereo not drawn)	1.7	20	3	-1	4	-2	-18	1[fluorescence artefact?]	-0.1
c1ccc(-c2nc(-n3nc4ccccc4n3)nc3ccccc23)cc1	-0.8	-30	5	3	8	2	0	-2	1.6
Cc1ccc(NC(=O)c2ccc(CNS(=O)(=O)c3cccc(C(F)(F)F)c3)cc2)cc1	-0.8	-2	-1	4	33*	-48	-7	-5	-1.8
Cc1cccc(Nc2ncnc3nc[nH]c23)c1	-1.7	0	4	-1	1	-28	-12	1	1.9
Cc1ccc2nc3c(cc2c1)c(NC(=O)c1ccccn1)nn3CC(C)C	1.9	-1	-1	2	6	-5	-10	1[fluorescence artefact?]	-2.6
COc1cccc(/C=N\Nc2nncc(-c3ccccc3)n2)c1	0.7	-21	0	-2	1	-18	12	-6	1.1
CN(C)CCNC(=O)C(=O)c1c(-c2ccccc2)cc2ccccn12	0.8	-4	-3	6	7	-11	2	-1	-0.6
CCOC(=O)C(CC)n1cnc2sc3c(c2c1=O)CCC3 (stereo not drawn)	1.8	-10	-2	-2	0	-4	-2	-5	0.5
O=C(COc1cccc(C(F)(F)F)c1)NCCCN1CCCC1=O	0.7	0	1	1	4	-9	-8	-3[fluorescence artefact?]	1.3
COc1ccccc1Nc1nc(C)c(C(=O)Nc2ccccc2)s1	0.5	0	0	4	6	-6	-3	7	-0.2
Cc1sc(NC(=O)c2ccccc2)c(C(=O)NCCN(C)C)c1C	-1.7	10	-1	3	10	-8	-11	-7	-0.3
N#CC1=C(N)Oc2cc3c(cc2C1c1ccc(Cl)cc1)OCO3 (stereo not drawn)	0.1	14	4	-1	3	5	-1	2	0.6
CCCn1c(SCC(=O)NCc2ccc(C)cc2)n[nH]c1=O	0.5	4	-2	-4	2	-14	-14	0	1.0
CC(C)CC(=O)Nc1ccc(F)c(Cl)c1	1.3	1	1	0	7	-13	11	-3	1.3
O=C(NC(=S)N(Cc1ccccc1)Cc1ccccc1)c1ccccc1F	0.3	-3	0	-3	4	-6	11	6	-0.2
COCC1CCCN(Cc2nc(-c3ccc4c(c3)OCO4)no2)C1 (stereo not drawn)	2.1	-11	9.7*	5	1	-7	-2	-2	0.5
Cc1ccc(-c2nnn(CC(=O)N(Cc3ccccc3)C(C(=O)NC(C)(C)C)c3ccncc3)n2)o1 (stereo not drawn)	3.0	3	1	2	6	-4	-20	2	-1.1
CCOC(=O)c1[nH]c2ccc(OC)cc2c1NC(=O)CCN1CCN(Cc2ccccc2)CC1	1.7	14	0	-3	-2	-1	1	.	-0.1
C/C(CCS(=O)(=O)c1ccccc1)=N/O	1.3	-5	3	2	2	-10	-19	-2	0.2
CCc1ccc2nc(NC(=O)CCCc3cccs3)sc2c1	1.5	-21	3	-3	-2	-7	2	-9	0.7
Cc1ccc(NC(=O)Nc2ccc3c(c2)OCO3)nc1	1.3	-7	9	5	9	-5	-17	-7	0.1
O=C(NCc1ccc2c(c1)OCO2)c1ccc(S(=O)(=O)NCC2CCCO2)cc1 (stereo not drawn)	1.2	8	2	1	3	-24	-10	4	0.6
O=S1(=O)CC(O)C(N2CCC(c3ccccc3)CC2)C1 (stereo not drawn)	1.9	16	0	-5	1	-13	-5	5	0.3
Cc1ccc(NC(=O)NCCCN2CCOCC2)cc1	-1.7	8	-1	-3	6	-9	-21	0[fluorescence artefact?]	0.1
COCc1nnc(NC(=O)c2cc(Cl)ccc2OC)s1	0.6	6	1	2	5	-6	5	-2	-0.4

Sorted by count of non-hydrogen atoms (ascending): 6 of the compounds above.
SMILES	S1P4 agonist	NPY-Y2 PAM-ag	Wee1 stabilizer	Ba/F3 V617F tox	BaF3 parental	Mdm2 ligase inh	S1P4 antagonist	eIF4E-4G inh	PERK inhibitor
COCc1nnc(NC(=O)c2cc(Cl)ccc2OC)s1	0.6	6	1	2	5	-6	5	-2	-0.4
CCCC(=O)NC(=S)Nc1ccc(NC(=O)C(C)C)c(OC)c1	-1.3	-13	0	11	-1	-3	6	3	1.0
CCOC(=O)C1CCCN(C2CC(=O)N(c3ccccc3)C2=O)C1 (stereo not drawn)	-2.9	-11	4	3	4	-90	7	2	0.4
O=S(=O)(NCc1ccco1)c1cccc(S(=O)(=O)N2CCOCC2)c1	4.4	2	3	1	0	12	-9	-11	0.8
CCOC(=O)C1(Cc2ccccc2C(F)(F)F)CCN(CCCn2cccn2)CC1	0.6	-19	-5	0	3	1	-9	-3	-0.8
COc1cccc(C(c2nnnn2CS(=O)(=O)c2ccc(C)cc2)N2CCN(C)CC2)c1OC (stereo not drawn)	-2.3	6	-1	-6	2	2	-15	5	-0.9

Source: PubChem (several laboratories)
